Source: PubChem (several laboratories)
TLR4-MyD88 BLA – inhibitors of TLR4-MyD88 association in cells, primary screen, cell-based, HeLa CL3-4, BLA complementation, FRET ratio. inhibition, % at 8.4 µM. Toll-like receptor 4 (Homo sapiens) + Myeloid differentiation primary response protein …. hit rate 0.18% among 200,000. HeLa CL3-4 TLR4/MyD88 BLA complementation; in the data active = inhibition above about 25%;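 also: 0% = vehicle and 100% = reference inhibitor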
Target sequence (O00206 whole entry, looked up): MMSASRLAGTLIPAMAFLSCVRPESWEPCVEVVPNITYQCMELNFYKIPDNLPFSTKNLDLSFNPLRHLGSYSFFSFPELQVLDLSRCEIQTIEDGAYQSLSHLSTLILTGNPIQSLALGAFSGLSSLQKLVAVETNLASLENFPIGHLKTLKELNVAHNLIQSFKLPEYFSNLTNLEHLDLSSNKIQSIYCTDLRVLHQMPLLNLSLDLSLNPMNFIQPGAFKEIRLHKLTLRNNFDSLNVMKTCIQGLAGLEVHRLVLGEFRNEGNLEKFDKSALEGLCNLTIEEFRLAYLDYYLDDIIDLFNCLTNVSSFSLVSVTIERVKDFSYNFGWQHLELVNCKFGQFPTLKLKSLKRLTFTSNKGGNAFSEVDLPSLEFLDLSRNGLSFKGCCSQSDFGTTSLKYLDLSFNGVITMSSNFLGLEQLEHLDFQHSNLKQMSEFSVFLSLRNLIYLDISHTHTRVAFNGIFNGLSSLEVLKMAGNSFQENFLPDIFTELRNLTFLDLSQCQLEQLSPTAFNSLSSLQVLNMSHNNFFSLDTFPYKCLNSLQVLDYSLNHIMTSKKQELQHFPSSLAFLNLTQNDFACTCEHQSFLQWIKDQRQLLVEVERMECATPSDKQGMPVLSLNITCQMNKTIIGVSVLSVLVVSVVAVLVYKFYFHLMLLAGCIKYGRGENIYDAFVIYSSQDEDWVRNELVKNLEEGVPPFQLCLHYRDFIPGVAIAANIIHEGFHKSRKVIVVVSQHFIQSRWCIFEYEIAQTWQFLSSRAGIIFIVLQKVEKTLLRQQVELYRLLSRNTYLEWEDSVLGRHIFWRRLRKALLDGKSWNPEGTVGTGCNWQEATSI
Target sequence (Q99836 whole entry, looked up): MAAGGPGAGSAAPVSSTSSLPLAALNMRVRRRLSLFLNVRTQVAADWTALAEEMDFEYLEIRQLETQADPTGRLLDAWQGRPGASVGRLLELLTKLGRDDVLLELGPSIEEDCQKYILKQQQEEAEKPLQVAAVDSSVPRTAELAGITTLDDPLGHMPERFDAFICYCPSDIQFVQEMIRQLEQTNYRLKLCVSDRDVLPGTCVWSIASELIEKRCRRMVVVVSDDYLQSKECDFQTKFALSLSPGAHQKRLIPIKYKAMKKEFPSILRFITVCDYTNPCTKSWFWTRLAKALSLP
APP 5'UTR act – activators of APP 5'UTR luciferase reporter, primary screen, SH-SY5Y cells. hit rate 1% among 190,000. AID 1276, 2008. SH-SY5Y APP 5'UTR luciferase reporter, luminescence; zero percent = DMSO vehicle wells. activation, % at 2 µM;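 active = activation above a set limit, based on mean plus 3 SD of controls, cut at about 140% in these data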; also: values of inactives mirror those of a sister screen read the other way
NF-kB expr up – activators of NF-kB expression in neurons, primary screen, cell-based, HTS; human neuronal cells, NF-kB reporter expression; hits give high values; hit rate 1.6% among 190,000; fold change at 12.5 µM; AID 1239, 2008; in the data active = fold change above about 3.3
FLuc act counter – FLuc activators, initial screening, artefact control for FLuc-dependent activation tests, biochemical, ATPlite luminescence. ATPlite luciferase biochemical, 10 min; 0 = ATP-free wells, 1 = DMSO control. 200,000 tested, under 10 active. Luciferin 4-monooxygenase (Photinus pyralis), P08659. activation factor at 10 µM;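 active = luciferase activation factor, scaled between plate controls, of at least 2 with compound at 10 µM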
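Assay system: Luciferase/luciferin reagent mix; Medium: PBS as buffer for the ATP substrate; Dosing: test compounds dosed from 2 mM stocks in 100% DMSO; Times: 10 min, room temperature; Signal: luminescence from luciferase reaction; Read-out: luciferase activation; Controls: No-ATP low control, compound-free enzyme-plus-ATP high control.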
Diaphorase inh – diaphorase inhibitors and chemical oxidizers, primary screen, counter-screen for diaphorase-coupled primary assays, biochemical, uHTS, resorufin fluorescence; diaphorase resazurin-to-resorufin fluorescence, NADH, 16 min; bacterial (C. kluyveri) enzyme, not human; inhibition, % at 20 µM; hit rate 0.69% among 190,000; AID 1217, 2008;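 active = primary screen inhibition at 20 µM above a set limit, cut at about 50% in these data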;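 also: plate controls were DMSO with full reaction for no effect and wells lacking NADH for full effect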
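Benchmarks: positive control wells lacking NADH, neutral wells with DMSO only. System: bacterial diaphorase enzyme (C. kluyveri). Input: 0.14 U/mL diaphorase, enzyme working solution. Detection: resorufin fluorescence, excitation 544 nm, emission 590 nm. Times: 16-min room-temperature incubation before reading.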
STAT1 act – STAT1 signaling activators, primary screen, cell-based, HTS, luciferase reporter. hit rate 2.6% among 200,000. activation (% of control), % at 5.5 µM. AID 932, 2007. NIH 3T3 STAT1-luciferase reporter, IFN-gamma, luminescence; 100% = IFN-gamma alone, no compound;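 active = activation above the screen-wide mean activation plus 3 SD, cut at about 130% in these data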;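 also: raw ratio to IFN-gamma control signal so 100% means no change and 0% no light; values of inactives mirror those of a sister screen read the other way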
FLuc inh counter – firefly luciferase enzyme inhibitors, primary screen, artefact control for luciferase-based inhibitor screens, biochemical, luminescence, ATPLite | Luciferin 4-monooxygenase (Photinus pyralis), P08659 | 10 min | inhibition, % at 10 µM | hit rate 1.5% among 200,000 | AID 1006, 2008;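 active = inhibition above about 50% when tested at 10 µM, limit read from the data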
G6PDH counter – L. mesenteroides G6PDH inhibitors, counter-screen for G6PDH-coupled screening assays, biochemical, Leuconostoc mesenteroides enzyme. glucose-6-phosphate dehydrogenase [Leuconostoc mesenteroides]. Purified L. mesenteroides G6PDH, diaphorase/resazurin coupled fluorescence, 45 min. inhibition, % at 5 µM. hit rate 0.12% among 200,000. AID 1020, 2008; in the data active = inhibition above about 50%
Diaph act CS – compounds boosting diaphorase resazurin reduction – biochemical, uHTS, resorufin fluorescence, counter-screen for diaphorase-coupled primary assays, primary screen; activation factor at 20 µM; Diaphorase/resazurin coupled assay, 16 min; hits give high values; 1 = vehicle wells, 0 = NADH-free wells; AID 1229, 2008; hit rate 0.005% among 190,000;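 active = diaphorase activity raised at least twofold by the compound at 20 µM; inactive = activation factor below 2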
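Measured by – red resorufin fluorescence at 544/590 nm excitation/emission · Test system – Clostridium kluyveri diaphorase, purified enzyme · Incubation – reaction time 16 min, room temperature · Buffer or medium – 50 mM HEPES pH 7.4 with 4.542 mM MgCl2, 0.005% Tween 20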
APP transl inh – inhibitors of APP translation via 5'UTR reporter, primary screen, APP 5'UTR luciferase, SH-SY5Y cells. hit rate 0.82% among 190,000. SH-SY5Y APP 5'UTR-luciferase reporter, luminescence. inhibition, % at 2 µM. AID 1285, 2008;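 active = inhibition above a set limit, derived from the sample mean plus 3 SD, cut at about 45% in these data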; also: values of inactives mirror those of a sister screen read the other way
The depositor's hits bear a star; . = no result given.

SMILES	TLR4-MyD88 BLA	APP 5'UTR act	NF-kB expr up	FLuc act counter	Diaphorase inh	STAT1 act	FLuc inh counter	G6PDH counter	Diaph act CS	APP transl inh
Cc1nn(CC(=O)NCc2ccccc2)c(=O)c2ccccc12	9.8	-0.2	0.82	1.1	17.2	96.3	-7.5	4.7	0.8	0.2
Cn1c(CNS(=O)(=O)c2ccc(Cl)cc2)n[nH]c1=S	1.6	-2.0	1.11	1	6.9	99.5	-2.8	4.5	0.9	2.0
Nc1cc2c(cc1[N+](=O)[O-])OCCOCCOCCO2	0.4	1.9	1	1.1	14.6	104.3	-9.4	8.5	0.9	-1.9
CC(C)(C)C(=O)Cn1ncc(Br)c(Br)c1=O	35.8*	-93.7	0.33	1	18.3	94.6	-3.0	18.8	0.8	93.7*
CCc1ccc(-c2nc(CSCC(=O)N3CCN(c4ncccn4)CC3)c(C)o2)cc1	-0.4	6.3	0.51	1	24.3	96.8	0.3	9.7	0.8	-6.3
CC(=O)Nc1ccc(S(=O)(=O)NCCSCc2cccc(Cl)c2)cc1	-6.0	3.6	0.78	1.1	19.2	90.2	-5.5	6.2	0.8	-3.6
CCOC(=O)C1=C(C)OC(N)=C(C#N)C1c1cncc(-c2ccc(F)cc2)c1 (stereo unspecified)	-4.8	-12.4	0.95	1.1	8.4	101.1	-6.0	14.8	0.9	12.4
O=C(Nc1cc(S(=O)(=O)N2CCCC2)ccc1OCC(F)(F)F)c1ccc(F)cc1	-5.7	-9.0	0.91	1.1	-14.8	109.2	-7.4	14.5	1.1	9.0
Cc1ccc(N(C(=O)CC2NC(=O)NC2=O)C2(C(=O)NC3CCCC3)CCCCC2)cc1 (stereo unspecified)	-4.8	-4.8	1.06	1	-2.0	93.5	-2.7	9.6	1	4.8
CC1(C)CC(n2c(NCCO)nc3c(c2=O)C2(CCCC2)Cc2ccccc2-3)CCO1 (stereo unspecified)	-4.8	38.9	0.84	1.1	30.3	102.5	-7.3	-1.8	0.7	-12.0
Cn1c(Br)nc2c1c(=O)n(CC(O)COc1ccccc1)c(=O)n2C (stereo unspecified)	-1.2	9.9	0.8	1.1	9.6	93.2	-9.4	3.5	0.9	-9.9
CC(=O)N1CCN(CC(O)COc2ccc(OCc3ccccc3)cc2)CC1 (stereo unspecified)	5.5	2.8	0.78	1	10.1	95.2	-4.6	-0.8	0.9	-2.8
Cc1ccccc1Oc1ccc(S(=O)(=O)NCCC(=O)O)cc1	-0.6	-1.2	1.24	1.1	9.1	91.3	-6.1	-10.8	0.9	1.2
Cc1ccc(CNC(=O)C2CCCN(c3nn4c(=O)cc(C)nc4s3)C2)cc1 (stereo unspecified)	0.2	6.1	1.03	1	9.0	100.8	-3.9	2.3	0.9	-6.1
CSc1ccccc1C(=O)C1CCCN(S(=O)(=O)c2c(C)noc2C)C1 (stereo unspecified)	-4.5	-22.5	0.97	1	2.1	98.4	4.5	-1.4	1	22.5
O=C(COC(=O)c1cccnc1)Nc1ccc(F)cc1	5.4	-0.8	1.03	1	1.1	93.0	-1.6	3.6	1	0.8
COC(=O)c1ccc(-c2nc(O)c3cnccn23)cc1	-0.8	-16.4	1.25	1	2.6	92.9	-3.8	-0.3	1	16.4
CC(C)Nc1nc(NC(C)C)nc(OCCOC(=O)Nc2ccccc2)n1	-0.2	.	1.01	0.9	9.6	98.0	6.4	10.8	0.9	.
O=C(CS(=O)(=O)c1c[nH]c2ccccc12)N1CCc2ccccc21	0.3	-16.8	0.92	1	4.2	93.7	3.1	0.2	1	16.8
CCC(C(=O)Nc1ccc2c(c1)OCCO2)c1ccccc1 (stereo unspecified)	8.1	14.0	.	1	3.6	94.5	-3.8	1.1	1	-14.0
Nc1ccc2oc(-c3ccccc3Cl)cc(=O)c2c1O	-10.9	44.5	6.53*	0.8	4.7	122.4	21.7	25.4	1	-44.5
CC1CCN(C(=O)CSc2nc3[nH]ncc3c(=O)[nH]2)CC1	-10.4	15.0	2.63	1.1	5.8	99.2	-6.3	11.0	0.9	-15.0
O=C(N/N=C/c1c[nH]c2ccccc12)c1cc(-c2cccc3ccccc23)n[nH]1	6.4	-1.4	0.4	1	20.1	122.7	4.0	-83.6	0.8	1.4
Cn1cccc1/C=N/NC(=O)Cc1cccc2ccccc12	-9.5	-0.5	0.89	1.1	10.6	81.4	-6.6	-6.2	0.9	0.5
CN1CCN(CCCNC(=O)c2ccc(/C=C3/Sc4ccccc4N(Cc4cccc(Cl)c4)C3=O)cc2)CC1	-3.2	29.6	0.43	1.1	-51.8	103.7	-11.0	-0.7	1.5	-29.6
O=C(Cc1c(F)cccc1Cl)Nc1ccncc1	-4.2	-5.6	1.09	1.1	11.6	91.9	-5.2	-23.5	0.9	5.6
Cc1cccc(C(=O)N[C@H](C(=O)Nc2ncc(C)s2)C(C)C)c1	9.4	-8.1	0.95	1	7.5	98.9	-4.0	5.7	0.9	8.1
COC(=O)c1ccc(C(=O)OCCCc2nc3ccc(N)cc3[nH]2)cc1	-13.5	3.0	.	1.1	16.6	93.2	-6.2	-0.4	0.8	-3.0
CC1CC(C)CN(C(=O)c2ccc(N3CC4CC(C3)c3cccc(=O)n3C4)c([N+](=O)[O-])c2)C1 (stereo unspecified)	-6.5	-2.2	1.07	1.1	17.3	109.6	-5.6	1.3	0.8	2.2
COc1ccc(-n2c(CNC(=O)COc3ccc(Cl)cc3)n[nH]c2=S)cc1	5.0	5.7	0.86	1	13.2	103.5	-4.4	0.9	0.9	-5.7
CSc1nc(Oc2ccc(=O)[nH]n2)nc(N(C)C)n1	-3.1	-8.4	1.09	1.1	9.9	92.3	-10.7	5.2	0.9	8.4
O=c1c(C/C=C/c2ccccc2)c(O)ccn1Cc1cccc(Cl)c1	-11.5	20.2	1.11	1.1	18.2	106.7	-8.6	7.9	0.8	-20.2
CCOC(=O)N1CCC(c2[nH][nH]c(=O)c2C)CC1	-2.8	3.4	1.06	1.1	19.8	96.3	-6.8	4.5	0.8	-3.4
COCCNC(=O)Nc1ccc2c(c1)N(C)C(=O)c1ccccc1S2	5.1	4.1	1.01	1	-3.8	104.1	2.3	15.1	1	-4.1
CCN(CC(=O)Nc1c(C(=O)OC)[nH]c2ccc(Cl)cc12)c1ccc2c(c1)OCO2	-4.2	-3.9	0.6	1.1	37.4	98.2	-11.7	8.0	0.6	3.9
CCOC(=O)N1CCN(C(=O)c2ccc3c(c2)N(Cc2ccc(C)cc2)CCS3)CC1	-0.6	-1.0	0.55	1	0.0	98.1	-3.5	1.2	1	1.0
Cc1ccc(C)c(NC(=O)c2cc(=O)c3ccccc3o2)c1	5.9	45.1	1.53	1	7.3	120.7	-0.8	6.5	0.9	-45.1
Cc1ccc(S(=O)(=O)Nc2ccnc(-c3cccnc3)n2)cc1	8.1	-3.6	0.87	1.1	2.2	99.2	-6.4	1.8	1	3.6
O=C(COC(=O)Cc1ccccc1F)Nc1ccc(F)cc1F	6.6	-6.8	1	1	22.9	102.1	-4.3	-3.7	0.8	6.8
CCSc1nnc(NC(=O)C2CCCCC2C(=O)OCC(F)(F)C(F)F)s1 (stereo unspecified)	-20.4	-8.0	1	1	18.9	101.0	-0.6	30.7	0.8	8.0
O=C(NCC1CCC(C(=O)O)CC1)OCc1ccccc1 (stereo unspecified)	-5.8	0.1	1.08	1	15.0	94.6	-1.6	-1.6	0.8	-0.1
